# BRCA1 expr up – qHTS Assay to Identify Small Molecule Activators of BRCA1 Expression; MCF7-BRCA1-FFLuc reporter, luminescence, 48 h; response scale: scaled: vehicle 0%, 10 µM genistein 100%; Potency, µM (titrated, usually from 46.1 µM), for inactives: at the top dose activation, actives largely listed as activators; hit rate 1.1% among 380,000; AID 624202, 2012; active = well fitted activation curve with a large enough effect; inconclusive = small, poorly fitted or top-dose-only effect; inactive = no such curve, though single readings can be large or run the other way; note: potency is the fitted concentration of half-maximal effect; nearly all actives have a fitted effect of over 80% in size; some results filed as inactive show a strong effect at the top dose
#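 Luminescence from a BRCA1-driven firefly luciferase in MCF7 cells was the read-out, taken 15 min after substrate addition following 48 h compound exposure at 37 °C. Data were normalized to a 10 microM genistein control and DMSO vehicle.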
# Giardia killer – Small Molecules that selectively kill Giardia lamblia: qHTS. Giardia lamblia trophozoite viability. activity change, % at 7.66 µM, hits read low. hit rate 0.15% among 340,000. AID 540267, 2011; in the data active = activity change below about -80%; inconclusive = between about -30% and that limit;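 note: parasites exposed to compound for two days anaerobically before the ATP read; % is set by controls: 0 for no effect and ±100 for the full control effect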
#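 ATP-content bioluminescence gauges trophozoite survival. Cells (100/well) receive compound and incubate anaerobically for 48 hrs at 37 deg C; detection reagent follows for 15-30 min at room temperature.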
# The depositor's hits bear a star; ? = inconclusive; [ ] = remark or other dose.
SMILES,BRCA1 expr up,Giardia killer
CCOc1ccc(NC(=O)CN(C)C(=O)c2cccc(S(=O)(=O)N3CCN(C)CC3)c2)cc1OCC,1%,-23
Cc1ccc(S(=O)(=O)N2CCN(C(=O)[C@H](Cc3ccccc3)NC(=O)c3ccco3)CC2)cc1,-15%,25
Clc1ccc(CNCC2CCCO2)c(Cl)c1 (centres undefined),-8%,1
COCCn1nnnc1C(c1ccccc1OC)N1CCc2ccccc2C1 (centres undefined),-2%,-5
C=CC1=CCN(S(=O)C(C)(C)C)[C@H]1CCO (some centres undefined),4%,12
NC(=O)N/N=C/c1sc(N2CCCCC2)nc1-c1cccs1,10%,-6
O=C1NC(=O)C(c2ccccc2)(c2ccccn2)N1 (centres undefined),-3%,-3
CC1CC(=Cc2ccc([N+](=O)[O-])cc2)C(=O)O1 (centres undefined),-1%,-4
COc1ccc(OC)c(C2=Nn3c(nnc3-c3ccncc3)SC2)c1,0%,-24
S=c1nc2[nH]c3ccccc3c2n[nH]1,13%,20
O=C1OC(c2ccccc2)(c2cc(Br)ccc2O)c2ccccc21 (centres undefined),-87%,5
O=C(N/N=C/c1ccc(Br)cc1)c1ccc(NC(=O)c2ccccc2)cc1,0%,-7
c1ccc(N=Nc2ccc3cccccc2-3)cc1,-84%,?
COc1cccc(C2c3cc4c(cc3OC(NNC(N)=O)C2C)OCO4)c1O (centres undefined),-72%,-11
O=C(c1ccco1)N1CCN(C(c2coc3ccc(Cl)cc3c2=O)c2nnnn2C2CCCC2)CC1 (centres undefined),-16%,2
CC(C)c1nc2oc3c(NCc4ccccn4)ncnc3c2c2c1COC(C)(C)C2,0%,-6
C=C1CCN([C@@H](Cc2ccccc2)C(=O)NCc2ccc(Cl)c(Cl)c2)S(=O)(=O)c2ccccc21,-34%,13
CC1(c2ccc3ccccc3c2)CCC(=O)O1 (centres undefined),-16%,-16
COc1cc(OC)c(C(=O)Nc2cc(S(=O)(=O)N3CCOCC3)ccc2N2CCN(C)CC2)cc1OC,-26%,-3
NC(=S)NC(c1ccccc1)c1ccncc1 (centres undefined),-18%,1
Cc1cc(C)c(OCCOCCN2CCCC2)c(C)c1,-25%,24
O=S(=O)(CCN1CCCCC1)CCS(=O)(=O)CCN1CCCCC1,1%,6
O=C1OC(CCl)CN1Cc1c(Cl)cccc1Cl (centres undefined),-11%,28
O=C(c1cccs1)c1c[nH]cc1-c1ccccc1,-12%,8
Cc1ccc(-c2cc(C(=O)Nc3ccccc3C(N)=O)c3ccccc3n2)o1,80%,-17
CN(C(=O)c1ccc(NC(=O)Cc2ccc(NC(=O)C3CCN(S(=O)(=O)c4cccc([N+](=O)[O-])c4)CC3)cc2)cc1)C1CCCC1,-8%,?
O=C(O)c1ccccc1NS(=O)(=O)c1ccc(N/N=C/c2cccc(O)c2O)c([N+](=O)[O-])c1,-10%,-1
Cc1cccc(C(=O)NC(=S)NC(C)c2ccccc2)c1 (centres undefined),-3%,-1
O=C1C2CCCCN2C(=O)N1CCCCN1CCN(c2cccc(C(F)(F)F)c2)CC1 (centres undefined),-16%,20
C(=NOCc1ccccc1)c1cccnc1,?,-4
CC(C)C[C@H]1CNC(=O)C(=O)N1CC1CCN(CCC(C)(C)C)CC1,9%,23
Cc1cc(C)n2c(SCC(O)=C(C#N)c3nc4ccccc4[nH]3)nnc2n1,-16%,-9
NC(=O)c1ccccc1NC(=O)c1cccc(C(=O)Nc2ccccc2C(N)=O)n1,-46%,-22
Cc1sc2ncnc(N3CCC(C(=O)Nc4cc(C(F)(F)F)ccc4OCC(F)(F)F)CC3)c2c1C,-31%,-9
Cc1cc2c(cc1C)NC(C)CC(=O)N2 (centres undefined),-16%,-18
O=C(Nc1ccccc1Br)c1cccc2ccccc12,-5%,19
COc1ccc(NS(=O)(=O)c2cccc(C(=O)NNC(=O)CNC(=O)c3ccccc3Cl)c2)cc1,9%,4
CC(=O)N1CCc2ccc([N+](=O)[O-])cc21,6%,-16
O=S(=O)(c1ccc2ncccc2c1)N1CCN(c2nc(-c3cccs3)nc3ccccc23)CC1,1%,-9
O=[N+]([O-])c1cccc(COc2cccc(CO)c2)c1,77%,12
CC(=O)c1cc(C)c(OCc2cn(CC(=O)c3ccc(O)cc3)nn2)c(C)c1,-5%,14
Oc1cc(O)c(CN2CCOCC2)cc1CN1CCOCC1,7%,-18
COc1cccc(C(O)C2OC(=O)c3ccccc32)c1OC (centres undefined),-13%,-4
COCC(=O)N(C)[C@H]1C[C@H]2c3cc(N4CCN(C)CC4)ccc3CCN2C(=O)[C@H]1[C@H](C)O,15%,16
CCCCC(Sc1ccc2nnc(-c3ccccn3)n2n1)C(=O)O (centres undefined),10%,7
COc1ccc(S(=O)(=O)N2CCc3ccccc32)cc1C(=O)Nc1cc(S(C)(=O)=O)ccc1Cl,-52%,-6
CCCCNc1ncnc2[nH]ncc12,10%,5
Cc1ccc(C(=O)NCC(=O)NCC(=O)OCc2ccc(Oc3ccc([N+](=O)[O-])cc3)cc2)cc1,-2%,24
Nc1ccc(CSc2ccccc2)cc1,?,12
Cc1ccc(NC(=O)NNC(=O)COc2ccc(Cl)cc2)cc1,0%,-10
CCCCn1cnc2c(SCc3ccccn3)nc(N)nc21,28%,11
CCCCCC(=O)Nc1cc(S(=O)(=O)N2CCCCC2)ccc1N1CCCCC1,-49%,-2
CCN(C(=O)COC(=O)c1cccc2ccccc12)c1c(N)n(Cc2ccccc2)c(=O)[nH]c1=O,-6%,56[activator]
OC(c1ccccc1)C(Nc1ccccn1)c1ccccc1 (centres undefined),2%,-14
COc1ccc2c(c1OC)OCC2C (centres undefined),-71%,-2
O=C(Nc1ccc(C(=O)N2CCOCC2)cc1)C1CC1,23%,-23
O=S(=O)(NCCc1cn(S(=O)(=O)c2ccccc2)c2ccccc12)c1ccccc1,-3%,7
O=C(CC(C(=O)c1ccccc1)c1ccccc1)c1ccccc1 (centres undefined),8%,22
O=C(NC1CC1)c1ccc(NC(=O)C2CCC2)cc1,4%,-14
CCC1([N+](=O)[O-])COC(c2ccc(C(C)C)cc2)OC1 (centres undefined),?,6

# Arranged by length of the SMILES (high to low): part of the list above.
SMILES,BRCA1 expr up,Giardia killer
CC(=O)c1cc(C)c(OCc2cn(CC(=O)c3ccc(O)cc3)nn2)c(C)c1,-5%,14
CCC1([N+](=O)[O-])COC(c2ccc(C(C)C)cc2)OC1 (centres undefined),?,6
Nc1ccc(CSc2ccccc2)cc1,?,12

# Continued.
SMILES,BRCA1 expr up,Giardia killer
COc1cc(OC)c(OC)cc1/C=N/NC(=O)c1ccc(CSc2nc(C)cc(C)n2)cc1,6%,6
CCO[C@@H]1OC(C(=O)O)=C[C@H](c2ccccc2)[C@H]1CCCO,11%,14
CN1CCN(C(=O)C2=C[C@H](c3ccc4c(c3)OCO4)C[C@H](OCCCCO)O2)CC1,-1%,3
CCSc1c([N+](=O)[O-])c(=O)n(-c2ccccc2)c2ccccc12,-33%,21
CC(=O)c1ccc(NC(=O)CSc2nc3[nH]c(=O)cc(O)c3s2)cc1,0%,-15
CCOC(=O)C1(Cc2ccccc2)C(=O)N(CCCN(C)C)c2ccccc21 (centres undefined),2%,12
Cc1ccccc1N=C1Nc2ccccc2N[C@]12C[C@H]1CCC(=O)N3CC[C@@H](C2)[C@@H]13,3%,-14
Cc1ccc(C(=O)CCC(=O)OCC(=O)N2CCN(S(=O)(=O)c3ccc(C)cc3C)CC2)cc1,0%,42[activator]
COc1cc(-c2cc[n+](C)cc2)ccc1O,3%,1
Cc1cc(C)n(-c2ccc(C(=O)N3CCN(S(=O)(=O)c4cccc(Br)c4)CC3)cc2)n1,-13%,-3
CC(=O)Oc1ccc2c(c1)CCC1C2CCC2(C)C(OC(C)=O)CCC12 (centres undefined),-52%,11
Cc1ccc(NS(=O)(=O)c2ccc(NC(=O)c3ccc(-c4ccccc4)cc3)cc2)c(C)c1,-14%,6
COC(=O)c1ccccc1NC(=O)COC(=O)Cc1ccc(S(=O)(=O)N2CCOCC2)s1,-15%,21
O=C1c2ccccc2S(=O)(=O)c2cc(C(=O)N3CCC(O)CC3)ccc21,7%,-5
O=C(CC(CC(=O)c1ccccc1)c1ccncc1)c1ccccc1,-22%,14
COc1cc(C(=O)N2CCN(S(=O)(=O)c3ccc(C)cc3)CC2)ccc1OCC(=O)N1CCOCC1,-14%,12
CCC(C)c1ccccc1OCCn1c(CCNC(=O)C2CCCCC2)nc2ccccc21 (centres undefined),-22%,-14
CN(C)CCCC1Sc2ccccc2Sc2ccccc21 (centres undefined),-39%,10
COc1ccc(CN2[C@@H](CC(C)=O)c3ccc(/C=C/C(C)=O)cc3S2(=O)=O)cc1,-28%,8
CCC1(C)Cc2c(sc3c2c(=O)n(C)c2nnc(SCC(=O)c4ccccc4)n32)CO1 (centres undefined),6%,-6

# Entries shown so far that have an aryl methoxy group:
SMILES,BRCA1 expr up,Giardia killer
COCCn1nnnc1C(c1ccccc1OC)N1CCc2ccccc2C1 (centres undefined),-2%,-5
COc1ccc(OC)c(C2=Nn3c(nnc3-c3ccncc3)SC2)c1,0%,-24
COc1cccc(C2c3cc4c(cc3OC(NNC(N)=O)C2C)OCO4)c1O (centres undefined),-72%,-11
COc1cc(OC)c(C(=O)Nc2cc(S(=O)(=O)N3CCOCC3)ccc2N2CCN(C)CC2)cc1OC,-26%,-3
COc1ccc(NS(=O)(=O)c2cccc(C(=O)NNC(=O)CNC(=O)c3ccccc3Cl)c2)cc1,9%,4
COc1cccc(C(O)C2OC(=O)c3ccccc32)c1OC (centres undefined),-13%,-4
COc1ccc(S(=O)(=O)N2CCc3ccccc32)cc1C(=O)Nc1cc(S(C)(=O)=O)ccc1Cl,-52%,-6
COc1ccc2c(c1OC)OCC2C (centres undefined),-71%,-2
COc1cc(OC)c(OC)cc1/C=N/NC(=O)c1ccc(CSc2nc(C)cc(C)n2)cc1,6%,6
COc1cc(-c2cc[n+](C)cc2)ccc1O,3%,1
COc1cc(C(=O)N2CCN(S(=O)(=O)c3ccc(C)cc3)CC2)ccc1OCC(=O)N1CCOCC1,-14%,12
COc1ccc(CN2[C@@H](CC(C)=O)c3ccc(/C=C/C(C)=O)cc3S2(=O)=O)cc1,-28%,8

# One compound at a time (already shown). Screens in order: BRCA1 expr up	Giardia killer
# Profile of O=C1c2ccccc2S(=O)(=O)c2cc(C(=O)N3CCC(O)CC3)ccc21 : 7%	-5
# Profile of Cc1ccc(NS(=O)(=O)c2ccc(NC(=O)c3ccc(-c4ccccc4)cc3)cc2)c(C)c1 : -14%	6

# (cont.)
SMILES,BRCA1 expr up,Giardia killer
CC12CC3CC1C(C(=O)O2)C3C(=O)O (centres undefined),43%,8
CSc1ccc2c(c1)C(N1CCN(C)CC1)Cc1ccc(F)cc1S2 (centres undefined),-32%,7
COc1ccc(C(=Cc2ccccc2[N+](=O)[O-])C(=O)O)cc1,-5%,0
CCN(CC)S(=O)(=O)c1ccc(O)c(NC(=O)COc2ccc(S(=O)(=O)N3CCOCC3)cc2)c1,-11%,1
CC1(c2ccccc2)CCC(=O)NC1 (centres undefined),-17%,-11
O=C(Nc1ccc2c(c1)C(=O)c1ccccc1-2)c1ccccc1,2.8µM*,1
Cc1ccc(-n2cnc3c(=O)[nH]cnc32)cc1[N+](=O)[O-],1%,6
CCOC(CNCc1cc(C)c2[nH]c3ccccc3c2c1C)OCC,-36%,-23
C[C@H]1CC[C@]2(O[C@@H](CCO)C[C@H](O)[C@H]2O)O1,1%,14
COc1cccc(N/C=C/C(=O)c2ccc(Br)cc2)c1,?,0

# Screens from PubChem.

# A portion of the library. The share of hits here may be higher or lower than overall.
